FBW7 activator: FBW7 E3 ligase activators, primary screen, biochemical, AlphaScreen, human. F-box/WD repeat-containing protein 7 (Homo sapiens), Q969H0. 650,000 compounds, 0.13% hits. AlphaScreen FBW7–phospho-cyclin E peptide binding, activator screen. AID 1259310, 2017. normalized activity (activation), % at 26.1 µM; in the data active = normalized activity above about 1.9%;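 also: purified mutant Fbw7 with reduced substrate affinity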
Target sequence (Q969H0 whole entry, looked up): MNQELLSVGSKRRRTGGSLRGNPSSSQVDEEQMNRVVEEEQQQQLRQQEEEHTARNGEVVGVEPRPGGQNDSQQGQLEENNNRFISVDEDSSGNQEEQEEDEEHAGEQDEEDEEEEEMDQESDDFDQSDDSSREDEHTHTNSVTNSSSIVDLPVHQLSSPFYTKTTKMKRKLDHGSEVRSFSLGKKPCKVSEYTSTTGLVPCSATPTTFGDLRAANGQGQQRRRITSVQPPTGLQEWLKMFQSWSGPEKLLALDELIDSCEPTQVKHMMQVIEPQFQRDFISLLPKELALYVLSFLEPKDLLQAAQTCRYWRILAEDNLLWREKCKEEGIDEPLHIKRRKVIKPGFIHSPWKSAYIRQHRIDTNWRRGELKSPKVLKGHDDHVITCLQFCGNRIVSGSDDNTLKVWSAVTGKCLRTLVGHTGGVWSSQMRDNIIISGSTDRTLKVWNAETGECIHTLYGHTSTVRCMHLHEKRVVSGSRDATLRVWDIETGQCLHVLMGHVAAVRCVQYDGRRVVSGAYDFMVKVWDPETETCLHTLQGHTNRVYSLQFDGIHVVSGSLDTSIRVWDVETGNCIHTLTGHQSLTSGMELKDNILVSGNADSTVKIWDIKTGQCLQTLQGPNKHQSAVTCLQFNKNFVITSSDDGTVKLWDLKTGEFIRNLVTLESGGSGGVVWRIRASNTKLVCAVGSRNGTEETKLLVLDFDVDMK
GPR151 ag: activators of human GPR151, primary screen, cell-based, PathHunter beta-arrestin, luminescence; G-protein coupled receptor 151 (Homo sapiens), Q8TDV0; PathHunter beta-arrestin GPR151 cells; 650,000 compounds, 1% hits; activation, % at 11.2 µM; in the data active = activation above about 4.9%;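 also: 0% = median of compound wells and 100% = cells with positive control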
MITF primary: MITF inhibitors, primary screen, biochemical, AlphaScreen, human; AlphaScreen MITF homodimerization, bead proximity signal; 650,000 compounds, 0.91% hits; AID 1259374, 2018; inhibition, % at 2.6 µM; in the data active = inhibition above about 50%;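 also: 0% = vehicle wells with protein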
TEAD-YAP block: TEAD-YAP interaction inhibition, primary screen, TEAD-YAP interaction inhibitor project, luminescence, HEK-TIYL cells; inhibition, % at 9.12 µM; TEAD-Gal4/YAP UAS-luciferase luminescence; 640,000 compounds, 1.4% hits; in the data active = inhibition above about 32%;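 also: 0% = median of test compound wells and 100% = reference inhibitor wells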
* = called active by the depositor; & = joins results of further samples. Rows were taken by chance; 3.4% or so of the library scored in one or more.

SMILES	FBW7 activator	GPR151 ag	MITF primary	TEAD-YAP block
Nc1cccc(-c2nc(NCCOc3ccccc3)c3ncn(C4CCCCC4)c3n2)c1	0.0	1.4	6	-3
CCc1nn(CC(=O)NCCCN(C)C2CCCCC2)c(=O)c2cc3sccc3n12	0.0	0.0	-8	-8
FC(F)(F)c1cc(-c2cccs2)nc2c(-c3cccc(Br)c3)cnn12	0.2	-0.7	5	3
C=CCN1C(=O)C2(Nc3ccccc3C(=O)N2c2ccc(Cl)cc2)c2ccccc21 (stereo not drawn)	0.0	-1.3	21	5
Cc1c(C(=O)OCc2ccccc2)sc2nc[nH]c(=O)c12	-0.3	-0.1	-11	-4
CN1CC=C2C(C#N)=C(N)C(C#N)(C#N)[C@H](c3ccccc3F)[C@H]2C1	0.0	-0.1	3	1
COc1ccc(-c2noc(CCC(=O)N(C)c3cccc(C(F)(F)F)c3)n2)cc1	0.2	0.1	-4	-5
COc1cc(Cl)cc(CN2CCC(CCC(=O)NC3CC3)CC2)c1OC	0.1	-0.9	19	5
COc1c(Cl)cc(Cl)cc1/C=N/n1cnnc1	0.8	4.2	17	8
Cn1c(=O)[nH]c(=O)c2c1[nH]c(=S)n2CC(=O)c1ccccc1	0.0	-0.9	8	-2
CSc1ccccc1NC(=O)c1ccc(N2CC3CC(C2)c2cccc(=O)n2C3)c(NC(=O)c2cccnc2)c1 (stereo not drawn)	-0.2	0.3	0	-6
Cc1ccnc(NC(=O)CCC(=O)N(CC(=O)NCc2ccccc2)Cc2ccccc2)c1	0.4	-0.8	16	14
C[C@H](NC(=O)OC(C)(C)C)C(=O)N1CCC(C(=O)Nc2ccc3[nH]ncc3c2)C1 (stereo partly drawn)	0.0	0.2	8	-7
CCc1c(C)nc2ncnn2c1N1CCN(S(=O)(=O)c2ccc(OC)cc2)CC1	-0.1	0.0	-16	16
O=C(Nc1ccc2nc3n(c(=O)c2c1)CCCCC3)c1ccc(Cl)c([N+](=O)[O-])c1	0.1	0.3	18	5
CCOC(=O)NC1(C(F)(F)F)Oc2ccccc2O1	0.0	-0.8	-21	4
C/C(=N\Nc1ccc(Cl)c(C(=O)O)c1)c1ccccn1	-0.1	1.3	5	-78
NC(=O)c1ccc(Oc2ccc3ccc(=O)oc3c2)c([N+](=O)[O-])c1	0.0	-0.4	4	-6
CCOCCOC(=O)C1=C(C)NC2=C(C(=O)CC(C)(C)C2)C1c1ccccc1Cl (stereo not drawn)	0.8	-1.1	-2	7
Cc1ccc(N(CC(=O)Nc2cccc(F)c2)S(C)(=O)=O)cc1Cl	0.0	0.8	-13	3

Looked up by compound from the list above, 3 records:
SMILES	FBW7 activator	GPR151 ag	MITF primary	TEAD-YAP block
C/C(=N\Nc1ccc(Cl)c(C(=O)O)c1)c1ccccn1	-0.1	1.3	5	-78
NC(=O)c1ccc(Oc2ccc3ccc(=O)oc3c2)c([N+](=O)[O-])c1	0.0	-0.4	4	-6
CCc1c(C)nc2ncnn2c1N1CCN(S(=O)(=O)c2ccc(OC)cc2)CC1	-0.1	0.0	-16	16

(cont.)
SMILES	FBW7 activator	GPR151 ag	MITF primary	TEAD-YAP block
Cc1c(C(=O)Nc2ccc(C(F)(F)F)cc2)sc2ncn(Cc3cccc(F)c3)c(=O)c12	0.4	-1.4	10	7
O=[N+]([O-])c1ccc2nc(/C=C/c3ccsc3)sc2c1	0.2	0.6	3	-27
CCOC(CNC(=O)c1ccc2c(c1)N(Cc1ccccc1)C(=O)CS2=O)OCC (stereo not drawn)	0.8	0.9	11	-2
CC(=O)OCCOCn1cc(I)c(=O)[nH]c1=O	0.0	-0.1	13	7
Cc1nn(CC(=O)NCc2cccs2)c(=O)c2c1sc1ccccc12	0.0	-0.8	-3	-5
Cc1nc2nc(S(=O)(=O)NCc3ccc(Cl)cc3)nn2c(C)c1C	0.0	0.9	-3	-1
FC(F)(F)c1ccc(Cn2cnc3c(NC4CCN(Cc5ccccc5)CC4)nc(N4CCOCC4)nc32)cc1	-0.1	1.7	-5	-7
CN(C)c1nc2nonc2nc1N1CCCCC1c1ccccn1 (stereo not drawn)	-0.2	-0.5	-2	-4
CC1C(=O)Nc2ccc(S(=O)(=O)Nc3ccccc3Br)cc2NC1=O (stereo not drawn)	0.2	0.0	5	1
CCC(C)(C)C1CCC(=NNC(=O)c2ccoc2C)CC1 (stereo not drawn)	0.3	-9.6	12	-40
COC(=O)c1ccc2c(=O)n(CCc3ccc(S(N)(=O)=O)cc3)c(SCc3ccccc3Cl)nc2c1	0.7	1.0	8	-10
O=Cc1cc(Cl)ccc1OCCCN1CCN(Cc2ccccc2)CC1	-0.1	0.5	57*	-4
O=C(CNC(=O)c1ccc(Cl)cc1Cl)Nc1ccc(F)cc1	0.6	-2.2	-8	7
O=[N+]([O-])c1ccc(-c2nnco2)cc1	0.3	-1.6	10	12
O=C(CSc1ccc2nnc(-c3ccncc3)n2n1)N1CCCC1	0.3	-0.4	18	7
COc1ccccc1C(=O)Nc1ccc2oc(-c3cccc4c(Br)cccc34)nc2c1	0.8	-0.5	14	5
COc1ccc(S(=O)(=O)/N=C2/C=C(Sc3ncn[nH]3)C(=O)c3ccccc32)cc1	-0.3	-1.7	-76	-3
O=C(NCc1ccc(Cl)cc1)c1ccc2c(c1)NC(=O)c1ccccc1N2	0.4	1.9	17	4
COc1ccccc1OCCNC(=O)c1cnc(C)cn1	-0.1	0.2	-5	-6
CCOCCn1c(N2CCC(C)CC2)nc2c1c(=O)[nH]c(=O)n2C	0.2	1.2	7	9

Some of the entries above, reformatted:
Values run as follows: FBW7 activator | GPR151 ag | MITF primary | TEAD-YAP block
O=C(CNC(=O)c1ccc(Cl)cc1Cl)Nc1ccc(F)cc1
    0.6 | -2.2 | -8 | 7
O=[N+]([O-])c1ccc(-c2nnco2)cc1
    0.3 | -1.6 | 10 | 12
O=C(CSc1ccc2nnc(-c3ccncc3)n2n1)N1CCCC1
    0.3 | -0.4 | 18 | 7

Next section:
SMILES	FBW7 activator	GPR151 ag	MITF primary	TEAD-YAP block
CCOc1cccc(NC(=O)/C(C#N)=C\c2cccnc2)c1	0.2	-0.2	-10	1
Cc1ccc(CNC(=O)CN2CCCC(c3nc4ccccc4[nH]3)C2)cc1 (stereo not drawn)	0.0	2.3	-3	8
CC(C)(C)c1ccc(C(=O)N2CC(=O)Nc3cc(S(C)(=O)=O)ccc32)cc1	-0.1	-0.1	4	-2
CCOCCCNC(=O)CSc1nnc2c(n1)[nH]c1ccc(C)cc12	0.3	-0.8	30	1
CC(=O)Nc1ccc(C(=O)Nc2ccc(C)cn2)cc1	-0.1	0.4	6	-61
O=C(N[C@H]1CC[C@H](C(=O)Nc2ccc3[nH]ncc3c2)C1)C(O)c1ccc(Cl)cc1 (stereo partly drawn)	0.2&0.0	0.1&0.1	-12&14	-11&4
CC1=C(C#N)C(c2ccc(C(F)(F)F)cc2)C2=C(CCCC2=O)N1 (stereo not drawn)	0.2	2.4	0	3
C=CCN(C(=O)CCS(=O)(=O)c1ccc(Br)cc1)c1ccccc1	0.7	-0.8	28	5
CN(Cc1ccon1)C1CCC(=O)N(Cc2ccc(F)cc2F)CC1 (stereo not drawn)	-0.1	-0.2	8	-2
O=C1CCc2ccc(OCC(=O)N3CCN(C(=O)c4ccco4)CC3)cc21	0.2	-0.3	6	6
Cc1c(C(=O)Nc2ccccc2F)sc2ncn(CC(=O)N3CC(C)CC(C)C3)c(=O)c12 (stereo not drawn)	0.1	2.0	-18	-8
O=C(N1C=CN(C(=O)C(F)(F)F)C1c1cccs1)C(F)(F)F	0.1	-0.1	12	7
COc1ccc(-c2nc(C(N)=O)c3[nH]c(=O)n(C4CCCCC4)c3n2)cc1	0.3	0.1	2	3
Cn1c(=O)[nH]c(=O)c2c1nc(N1CCN(Cc3ccccc3F)CC1)n2Cc1ccccc1Cl	0.1	-0.8	7	0
Nc1nonc1-c1noc(-c2ccccc2Cl)n1	0.3	1.5	3	-1
Oc1ccc(CCNc2nc(-c3ccccc3)nc3c2ncn3Cc2ccc(C(F)(F)F)cc2)cc1	-0.1	-1.4	-2	6
CC(C)(C)NC(=O)C(c1ccccn1)N(C(=O)c1csnn1)c1ccc(F)c(Cl)c1 (stereo not drawn)	0.1	-0.1	14	3
O=C(CSc1nnc(-c2cccnc2)o1)c1ccc(S(=O)(=O)N2CCCC2)cc1	-0.1	-1.5	2	7
CCCNC(=O)C1CCC(Cn2c(=O)c3sccc3n(Cc3ccc(Cl)cc3)c2=O)CC1 (stereo not drawn)	0.1	0.2	-19	4
CC1CCCC(C)N1C(=O)c1ccc(N2CC3CC(C2)c2cccc(=O)n2C3)c([N+](=O)[O-])c1 (stereo not drawn)	0.2	0.7	2	4
CSc1ccc(C2C=C(c3ccc(C)cc3)Nc3nnnn32)cc1 (stereo not drawn)	0.1	0.5	21	9
O=C(CSc1nc(-c2ccccc2)cn1-c1ccccc1F)Nc1ccc(F)cc1	-0.2	0.2	-3	-1
N#Cc1c(NCc2ccccc2)ccnc1Cl	0.1	0.5	7	11
COc1ccc(CCNC(=O)CN2CCC(c3nnc(C(C)C)o3)CC2)cc1OC	0.4	-0.6	1	8
O=C1C2CCCN2C(c2cccs2)N1c1ccc(Cl)cc1 (stereo not drawn)	-0.1	1.7	6	-1
O=C(CCC1(Cc2ccsc2)CCC(=O)N1)NCCN1CCCc2ccccc21 (stereo not drawn)	-0.1	-0.8	1	-6
CN(C)C1CCN(c2cc(-c3cn[nH]c3)ccc2NC(=O)[C@@](C)(O)c2ccc(Br)cc2)CC1	-0.2	1.4	1	-4
CCCC1=NN2C(=N)/C(=C/c3ccccc3OCCOc3ccc(Br)cc3)C(=O)N=C2S1	0.0	2.2	5	-10
Cc1[nH]c2ccccc2c1C(=O)CONC1=NCCCCC1	-0.1	2.8	-3	-20
CC(=O)CC(=O)N1CCc2ccccc21	1.3	-0.1	0	9

7 entries already listed, sorted by count of non-hydrogen atoms, rising.
SMILES	FBW7 activator	GPR151 ag	MITF primary	TEAD-YAP block
CC(=O)CC(=O)N1CCc2ccccc21	1.3	-0.1	0	9
N#Cc1c(NCc2ccccc2)ccnc1Cl	0.1	0.5	7	11
O=C1C2CCCN2C(c2cccs2)N1c1ccc(Cl)cc1 (stereo not drawn)	-0.1	1.7	6	-1
Cc1[nH]c2ccccc2c1C(=O)CONC1=NCCCCC1	-0.1	2.8	-3	-20
CSc1ccc(C2C=C(c3ccc(C)cc3)Nc3nnnn32)cc1 (stereo not drawn)	0.1	0.5	21	9
COc1ccc(CCNC(=O)CN2CCC(c3nnc(C(C)C)o3)CC2)cc1OC	0.4	-0.6	1	8
CN(C)C1CCN(c2cc(-c3cn[nH]c3)ccc2NC(=O)[C@@](C)(O)c2ccc(Br)cc2)CC1	-0.2	1.4	1	-4

(list continues)
SMILES	FBW7 activator	GPR151 ag	MITF primary	TEAD-YAP block
COc1ccc(NC(=O)c2ccc(C3SCC(=O)N3Cc3ccco3)cc2)cc1OC (stereo not drawn)	0.0	4.5	-2	-11
CCC(=O)N1CCN(c2ccc(Cl)cc2NC(=O)COc2ccccc2[N+](=O)[O-])CC1	0.0	1.8	6	-2
COc1ccccc1NC1SC(=O)N(c2cccc(C)c2)C1=O (stereo not drawn)	0.0	1.3	-4	9
CC(c1ccccc1)N1C(=O)NC(NC(=O)C(C)(C)C)(C(F)(F)F)C1=O (stereo not drawn)	-0.1	0.2	-12	-2
COc1ccc(NC(=S)N(CCCN2CCOCC2)Cc2cccnc2)cc1	0.0	0.3	10	-3
N#CC1=C(SCC(=O)Nc2ccc(Br)cc2)NC2=C(C(=O)CCC2)C1c1ccccc1Cl (stereo not drawn)	0.1	-0.2	0	-6
CCCCOC(=O)c1c(NC(=O)c2cc(-c3ccc(C)o3)nc3ccccc23)sc2c1CCCC2	-0.1	-0.9	6	-1
COC(=O)[C@@H]1CCCN1C(=O)c1ccc(-n2cc(NC(C)=O)cn2)cc1	0.5	0.5	-5	8
CCCC(=O)NCc1cc(NS(=O)(=O)c2cccs2)cc(C(=O)OC)c1	0.2	-0.4	-9	0
C=CCc1ccc(OC(=O)c2ccccc2)c(OC)c1	0.4	0.0	-1	-10
COc1ccc(S(=O)(=O)N2CCN(CCNC(=O)COc3ccc(C)cc3)CC2)cc1	0.2	-2.2	19	-4
NS(=O)(=O)c1ccc(NC(=S)N2CCN(c3ncccn3)CC2)cc1	0.1	0.8	4	20
O=C(CN(C(=O)c1csnn1)c1cccc(Cl)c1)NCc1ccc(F)cc1	-0.1	0.4	-3	8
CCC(=O)Nc1cnc(NC(=O)c2ccccc2F)cc1C	0.0	-2.1	-8	-53
COc1ccc(C(=O)NCCCN(C)C)c(OC)c1	0.0	0.2	3	6
COc1ccc(C2(CNC(=O)c3ccc(NC(=O)c4ccccc4)cc3)CCOCC2)cc1	0.0	0.6	14	-2
Cc1ccc(C(=O)N/C(=C\c2ccc(-c3ccc(Br)cc3)o2)C(=O)N2CCCCC2)cc1	0.1	-2.4	17	5

Screening results (PubChem BioAssay)
